TEAD-YAP block – TEAD-YAP interaction inhibition. HEK-TIYL cells, TEAD-Gal4/YAP UAS-luciferase luminescence. inhibition, % at 9.12 µM. actives 1.4% (n = 640,000). AID 1259422; in the data active = inhibition above about 32%;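 also: 0% = median of test compound wells and 100% = reference inhibitor wells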
GPR151 activ – activates the human receptor GPR151; Q8TDV0; PathHunter beta-arrestin GPR151 cells, luminescence; activation, % at 11.2 µM; actives 1% (n = 650,000); in the data active = activation above about 4.9%;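 also: 0% = median of compound wells and 100% = cells with positive control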
Target sequence (Q8TDV0 whole entry, looked up): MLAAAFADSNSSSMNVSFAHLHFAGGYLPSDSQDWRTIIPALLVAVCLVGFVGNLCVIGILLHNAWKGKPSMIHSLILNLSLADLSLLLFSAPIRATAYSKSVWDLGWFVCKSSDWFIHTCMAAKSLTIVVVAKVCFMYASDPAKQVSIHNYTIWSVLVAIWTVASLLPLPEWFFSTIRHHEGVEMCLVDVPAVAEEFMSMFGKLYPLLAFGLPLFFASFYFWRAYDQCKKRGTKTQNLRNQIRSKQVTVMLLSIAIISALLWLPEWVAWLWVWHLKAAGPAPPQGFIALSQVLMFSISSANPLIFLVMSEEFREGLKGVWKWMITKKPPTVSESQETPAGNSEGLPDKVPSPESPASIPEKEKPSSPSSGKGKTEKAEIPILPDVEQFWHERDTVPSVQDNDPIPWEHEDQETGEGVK
MITF primary – blocks human microphthalmia-associated transcription factor. actives 0.91% (n = 650,000). O75030. inhibition, % at 2.6 µM. AlphaScreen MITF homodimerization, bead proximity signal. AID 1259374; in the data active = inhibition above about 50%;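 also: 0% = vehicle wells with protein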
FBW7 activator – human FBW7 E3 ligase activation, primary screen. actives 0.13% (n = 650,000). AID 1259310. normalized activity (activation), % at 26.1 µM. AlphaScreen FBW7–phospho-cyclin E peptide binding, activator screen; in the data active = normalized activity above about 1.9%;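 also: purified mutant Fbw7 with reduced substrate affinity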
Target sequence (Q969H0 whole entry, looked up): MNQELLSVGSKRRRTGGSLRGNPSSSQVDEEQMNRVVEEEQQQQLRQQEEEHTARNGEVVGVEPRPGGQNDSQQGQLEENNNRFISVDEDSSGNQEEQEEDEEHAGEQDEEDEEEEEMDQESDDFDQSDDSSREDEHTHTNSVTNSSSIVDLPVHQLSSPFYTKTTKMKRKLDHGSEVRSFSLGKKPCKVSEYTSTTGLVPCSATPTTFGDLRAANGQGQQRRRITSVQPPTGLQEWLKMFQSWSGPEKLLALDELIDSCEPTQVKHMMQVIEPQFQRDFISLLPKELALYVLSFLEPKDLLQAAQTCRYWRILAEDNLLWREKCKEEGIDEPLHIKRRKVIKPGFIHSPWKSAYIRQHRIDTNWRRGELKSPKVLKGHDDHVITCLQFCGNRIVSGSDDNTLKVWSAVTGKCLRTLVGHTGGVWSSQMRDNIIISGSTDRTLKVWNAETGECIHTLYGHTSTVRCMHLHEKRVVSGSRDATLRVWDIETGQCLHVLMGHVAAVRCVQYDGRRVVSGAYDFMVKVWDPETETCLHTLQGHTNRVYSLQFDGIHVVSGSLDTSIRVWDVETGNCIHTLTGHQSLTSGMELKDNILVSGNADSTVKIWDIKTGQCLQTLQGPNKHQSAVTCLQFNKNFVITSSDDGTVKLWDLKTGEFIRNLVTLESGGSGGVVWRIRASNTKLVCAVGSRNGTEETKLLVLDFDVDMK
* hit, by the source's call; / = no result given; & = joins results of further samples. Hits appear at their usual frequency (roughly 3.5% active in at least one column).

SMILES	TEAD-YAP block	GPR151 activ	MITF primary	FBW7 activator
CCOC(=O)c1[nH]c(C)c(C(=O)NCCN2CCCCCC2)c1C	5	0.5	-17	-0.2
CC(C)(C)N1C(=O)c2ccccc2C1C(=O)NC1CCCC1 (centres undefined)	5	-0.4	-3	0.0
C[C@@H]1CN(Cc2nnnn2CC(=O)NCCc2cccs2)C[C@H](C)O1	2	0.8	9	0.2
Cc1c(-n2c(-c3ccccc3Cl)n[nH]c2=S)c(=O)n(-c2ccccc2)n1C	-1	-0.6	-8	0.0
C1N2CN3CN1CN(C2)C3	-15	0.7&-0.4	-8&22	-0.1&0.1
COC(=O)CC1CC(=O)C2C(=O)c3c(OC)ccc(Br)c3C2C1 (centres undefined)	-5	0.8	10	-0.4
CCCCn1c(SCC(=O)N2CCCC2)nnc1-c1ccncc1	4	-1.3	2	0.0
COc1ccc(-c2nnc(SCC(=O)OC3CCCCC3)o2)cc1OC	2	-1.1	13	0.1
O=C(N=C1N=C2C=CC(Cl)=CN2Cc2ccccc21)c1ccc([N+](=O)[O-])cc1[N+](=O)[O-]	-30	-3.3	-4	0.0
CCOC(=O)c1cnc(SCc2nc(-c3ccccc3)oc2C)nc1N	-1	1.6	-4	-0.2
Cc1sc2nc(CN3CCC(C)CC3)nc(N3CCN(c4ccccn4)CC3)c2c1C	8	-0.9	4	0.2
FC(F)(F)c1ccc(Cn2cnc3c(NCc4cccnc4)nc(Nc4ccc(-n5ccnc5)cc4)nc32)cc1	-5	-2.3	4	0.9
CCOC(=O)c1c(C)oc2ccc(NS(=O)(=O)c3ccc(F)cc3)cc12	0	1.5	3	-0.1
CCC(=O)NC(NC(=S)Nc1ccc(C(=O)O)cc1)C(Cl)(Cl)Cl (centres undefined)	-10&11	-0.9&-0.9	-7&16	0.8&0.6
CC(C)NC(=O)N1CCC(c2nnc(C(C)C)o2)CC1	-4	-0.9	-9	0.2
COc1ccc(-c2noc(-c3ccc(I)cc3)n2)cc1OC	-1	-0.2	7	0.1
Cn1c(=O)[nH]c(N2CCCC2)c(Cc2ccc3ccccc3c2)c1=O	-6	0.1	4	0.1
COc1ccccc1/C=C/CN1CCNC(=O)C1CC(=O)NCc1ccc(C)o1 (centres undefined)	-6	2.2	2	-0.1
CCOC(=O)C1=CN(C(C)C)C=C(C(=O)OCC)C1c1ccc(O)c(OC)c1	3	0.9	-9	0.0
COc1cccc(C(=O)NCCOc2cccc3cccnc23)c1OC	4	-0.1	12	0.1
Cc1ccc(C23CC4CC(CC(NC(=O)Nc5nc6ccccc6s5)(C4)C2)C3)cc1	-9	0.5	18	0.3
Cc1cccc(CN2CCC(N3CCC(C(=O)N[C@H]4CCCCNC4=O)CC3)CC2)n1	5	-1.3	7	-0.2
CC(C)CO/N=C1\C[C@@H](O)[C@@H](O)[C@@H]2[C@@H]3C(=O)N(c4ccc(F)cc4F)C(=O)[C@@H]3CC[C@H]12	/	-2.1	14	0.1
CCC(=O)Nc1nc(-c2ccc([N+](=O)[O-])cc2)cs1	1	0.5	-2	-0.2
Oc1[nH]c2ccccc2c1C=NC1CCCC1	-2	0.7	4	0.1
Cn1c(=O)c2c(nc(N/N=C/c3ccc(O)c(O)c3)n2CCc2ccccc2)n(C)c1=O	10	-0.5	5	0.0
Cc1cnc(Nc2cccnc2)nc1NCc1ccccc1	33*	3.7	3	0.2
COc1ccc(C(=O)C2CCN(CC(=O)NCc3ccc(F)cc3)CC2)cc1	-2	0.0	-18	0.0
O=C(O)CN(C1CCCCC1)S(=O)(=O)c1ccc(F)cc1	-4	-0.1	11	-0.1
Cc1ccc(-c2csc(/C(C#N)=C(\O)CSc3ncn[nH]3)n2)cc1	-17	-0.9	-2	-0.1
O=C(Cn1c(-c2cccnc2)nc2ccccc21)Nc1ccc2c(c1)OCO2	-11	0.3	-16	0.1
NC(=O)CN1C(C(=O)c2ccccc2)=C(N2CCOCC2)c2ccccc2S1(=O)=O	11	1.3	11	0.0
Cn1cc(C(=O)NCc2ccc(OCc3ccccc3)cc2)nn1	-17	0.3	16	0.0
N#CCCn1cc(/C=N/NC(N)=S)c(-c2ccc(F)cc2)n1	-7	-0.1	-10	-0.2
COc1cccc(C2C(C#N)=C(N)OC3=C2C(=O)CC(C)(C)C3)c1 (centres undefined)	1	-0.9	0	0.2
O=C(Nc1ccc2c(c1)OCO2)N1CCC(CO)(CCOc2ccccc2)CC1	-3	1.5	8	0.3
CN(C)c1ccc(C(=O)CC2(O)C(=O)N(Cc3cccc4ccccc34)c3ccccc32)cc1 (centres undefined)	-4	-0.2	2	-0.2
COc1ccc(C)cc1S(=O)(=O)N(C)CC(=O)Nc1cccc(F)c1	16	-1.7	7	0.5
O=C(c1cccc(F)c1)N1CCN(C2CCC(c3ccccc3)CC2)CC1 (centres undefined)	3	-0.7	29	-0.1
COc1cc(=O)n2c(c1C(=O)NC(C)c1ccco1)CCN(C1CCSCC1)CC2 (centres undefined)	6	0.9	0	-0.1
O=C(Cn1c(=S)[nH]c2ccccc2c1=O)NC12CC3CC(CC(C3)C1)C2	-6	-0.5	2	0.2
COc1ccc(CN2CCN(C3CCN(C(C)C)CC3)C(CCO)C2)cc1 (centres undefined)	13	0.7	4	0.0
CCOc1ccccc1C1N(c2ccccc2)CCN1c1ccccc1	-27	-0.6	-2	0.0
CN(Cc1ccccc1)C1CCN(Cc2ccccc2F)CC1	1	0.4	47	-0.1
CCCCCCc1cc2cc(C(N)=O)c(=O)oc2cc1O	-3	1.0	6	0.0
CC(C(=O)NCCN(C)C)N1C(=O)c2ccccc2C1=O (centres undefined)	0	3.0	-3	0.1
Cc1onc(-c2c(Cl)cccc2Cl)c1C(=O)Nc1ccc2c(c1)OCCO2	10	-0.8	15	0.1
CCC(C(=O)Nc1c2c(nn1-c1ccc(F)cc1)CS(=O)(=O)C2)c1ccccc1 (centres undefined)	-6	0.3	0	0.0
COC(=O)CNC(c1ccccc1)c1cc(C)ccc1NC(=O)c1cc(OC)c(OC)c(OC)c1 (centres undefined)	-12	0.4	13	0.1
CC1CCN(C(=O)CSc2nnc3ncccn23)CC1	0	-0.4	-3	0.3

4 of these compounds in a different format:
CCCCCCc1cc2cc(C(N)=O)c(=O)oc2cc1O
  TEAD-YAP block = -3 | GPR151 activ = 1.0 | MITF primary = 6 | FBW7 activator = 0.0
COc1ccc(CN2CCN(C3CCN(C(C)C)CC3)C(CCO)C2)cc1 (centres undefined)
  TEAD-YAP block = 13 | GPR151 activ = 0.7 | MITF primary = 4 | FBW7 activator = 0.0
CN(Cc1ccccc1)C1CCN(Cc2ccccc2F)CC1
  TEAD-YAP block = 1 | GPR151 activ = 0.4 | MITF primary = 47 | FBW7 activator = -0.1
COC(=O)CNC(c1ccccc1)c1cc(C)ccc1NC(=O)c1cc(OC)c(OC)c(OC)c1 (centres undefined)
  TEAD-YAP block = -12 | GPR151 activ = 0.4 | MITF primary = 13 | FBW7 activator = 0.1

Next records follow:
SMILES	TEAD-YAP block	GPR151 activ	MITF primary	FBW7 activator
CCOc1ccc(Cc2nccc3cc(OCC)c(OCC)cc23)cc1OCC	-6	-0.2&0.7	11&12	0.0&-0.2
O=C(O)CC1C(=O)NC(=Nc2ccccc2)N1c1ccccc1 (centres undefined)	16	0.4	2	-0.1
COc1ccc(CN2C(=O)CC(C(=O)O)SC2=Nc2ccc(Cl)cc2)cc1 (centres undefined)	-17	-0.6	-10	0.2
Cc1cc(I)ccc1NCC(=O)N/N=C/c1c[nH]c2ccccc12	14	0.3	16	0.1
N/C(=N\OC(=O)c1ccccc1F)c1ccccn1	82*	-8.5	18	0.6
CC(=O)Nc1cccc(NC(=O)CN2CCC(c3nc4ccccc4[nH]3)CC2)c1	-4	0.3	0	0.4
Cc1cc(N)cc2sc(NC(=O)c3ccc(N)cc3)nc12	7	-1.2	1	0.0
O=C(c1cnn2c(C(F)(F)F)cc(-c3ccc(Br)cc3)nc12)N1CCN(Cc2ccccc2)CC1	-4	-1.1	-5	0.0
O=[N+]([O-])c1ccc(N=Cc2cccs2)cc1	2	-0.2	1	0.0
CCCCOc1ccc(C(=O)NCC2COc3ccccc3O2)cc1OC (centres undefined)	-1	-1.4	13	1.2
O=C(NC1CCCCC1)C(c1ccc(O)cc1)N(C(=O)c1cnccn1)c1cccc(F)c1 (centres undefined)	-1	-0.6	10	0.2
COc1ccc(NCc2ccc([N+](=O)[O-])s2)cc1OC	-4	-0.8	15	0.3
COc1ccc(C(=O)CSc2nc3ccc(Cl)cc3[nH]2)cc1	-1	1.7	9	0.1
Cc1occc1C(=O)NNC(=O)c1ccc(F)cc1	0	0.6	0	0.0
O=C(NCc1ccccc1)C(c1ccncc1)N(C(=O)c1ccccn1)c1ccccc1 (centres undefined)	-21	-0.6	20	-0.2
OCCNc1nc(Nc2ccccn2)nc2c1ncn2-c1ccsc1	69*	0.9	-5	0.0
C=CCN1C(=O)S/C(=C/c2cc(I)c(OC)c(OC)c2)C1=O	-4	2.4	7	0.7
COc1ccccc1N1CCN(C2CCCN(C(=O)c3cn(C)c4ccccc34)C2)CC1 (centres undefined)	2	3.1	3	-0.2
COc1ccccc1CN1CCc2c(C(=O)NCCC(C)C)c(OC)cc(=O)n2CC1	-2	0.2	-12	-0.1
CCOC(=O)N1CCN(Cc2c(C(=O)N(C)C)nc3ccc(Cl)cn23)CC1	1	0.4	6	-0.1
CC(=O)Nc1ccc(SCC(=O)/C(C#N)=C(\C)N)cc1	11	-1.1	9	0.0
CCOc1ccc(C(=O)Nc2cc(C(=O)O)cc(C(=O)O)c2)cc1	2	0.3	0	0.1
Cc1ccc(N2C(=O)CC(SCc3ccccc3)C2=O)cc1 (centres undefined)	14	-1.4	9	0.0
COc1ccc(C2CC(c3ccccc3)=NN2C(=S)Nc2ccccc2)cc1 (centres undefined)	4	-0.1	0	-0.1
COc1ccc(Cc2nnc3n2N(C(C)=O)C(c2ccc(F)cc2)=C(C(C)=O)S3)cc1	6	3.8	10	-0.3
CCC(=O)NC(=S)NNC(=O)c1ccccc1[N+](=O)[O-]	3	-0.1	5	0.1
O=C1CCCN1CCn1cnc2c(NCCN3CCOCC3)nc(-c3ccccc3)nc21	3	0.7	12	0.2
O=C(NCC(c1ccco1)N1CCN(c2ccccc2)CC1)c1cccs1 (centres undefined)	-5	-0.5	8	0.1
CNCC(=O)NC(c1ccccc1)c1ccccc1	-5	-0.4	23	-0.1
CN1CCCc2cc(C(CNS(=O)(=O)c3cc(F)ccc3F)N(C)C)ccc21 (centres undefined)	-3	0.4	-30	0.2

Complete entries from above.
Entry for Cc1cc(I)ccc1NCC(=O)N/N=C/c1c[nH]c2ccccc12 = TEAD-YAP block = 14; GPR151 activ = 0.3; MITF primary = 16; FBW7 activator = 0.1
Entry for COC(=O)CNC(c1ccccc1)c1cc(C)ccc1NC(=O)c1cc(OC)c(OC)c(OC)c1 (centres undefined) = TEAD-YAP block = -12; GPR151 activ = 0.4; MITF primary = 13; FBW7 activator = 0.1

New compounds follow:
SMILES	TEAD-YAP block	GPR151 activ	MITF primary	FBW7 activator
C=CCN(CC=C)C(=O)C[n+]1ccc(C(N)=O)cc1	2	1.0	7	0.1
COc1cccc(C(=O)NCc2nnc(SCC(=O)N3CCc4ccccc43)n2-c2cccc(C(F)(F)F)c2)c1	-3	-0.1	5	-0.1
O=C(CNC(=O)c1ccccc1)OCC(=O)c1ccc(Br)cc1	6	-1.7	0	-0.1
COc1cccc(C2C(C(N)=O)=C(C)Nc3nc(SCc4ccccc4Cl)nn32)c1 (centres undefined)	4	-0.2	20	0.4
COc1ccc(NC(=O)c2c(NC(=O)c3cccc(Br)c3)sc3c2CCCCC3)cc1	-3	-0.9	1	-0.1
CCCOc1ccc(NC(=O)c2c(O)c3ccccc3n(C)c2=O)cc1	5	-0.4	-5	0.1
COc1ccc(C(=O)NCCSCc2ccccc2C)cc1	-1	-1.1	20	0.2
COc1cc(Nc2nc(Nc3ccccc3)c3ncn(-c4ccccc4)c3n2)cc(OC)c1OC	-35	1.7	7	0.1
Cc1ccc(CC2CC(=O)N(c3cccc(C(F)(F)F)c3)C2=O)cc1 (centres undefined)	11	0.9	-4	0.1
COCCN=c1scc(-c2ccco2)n1/N=C/c1c[nH]c2ccc(Br)cc12	6	2.0	8	-0.1
O=C(N/C(=C\c1ccccc1F)C(=O)N1CCCCC1)c1ccc([N+](=O)[O-])cc1	-1	-1.2	17	0.0
COc1cccc(C(=O)NC2c3ccccc3Oc3ccccc32)c1	13	-0.1	11	0.1
O=C(C1CC12CCCC2)N1CCC(CO)(Cc2ccccc2Cl)CC1 (centres undefined)	16	0.9	5	0.1
Cc1ccc(C2CC(C(F)(F)F)n3nc(C(=O)Nc4ccc(F)cc4F)cc3N2)cc1 (centres undefined)	3	0.8	0	0.0
Cc1nn(C)c(C)c1-c1nc(N)c2ncn(C3CCCCC3)c2n1	-18	0.3	3	0.0
COc1cccc(CC(=O)N2CCCC(c3c(S(C)(=O)=O)cnc4ncnn34)C2)c1 (centres undefined)	-11	-0.8	-17	-0.1
COc1cc(NC(=O)c2cccc(N3CCCC3CO)n2)cc(OC)c1OC (centres undefined)	35*	-0.4	-1	0.0
O=C(COc1ccc(Br)cc1)N1CCCCCC1	-10	0.1	-1	0.0
Cc1cccc(CC(CC(=O)O)C(=O)O)c1 (centres undefined)	7	-0.4	6	0.2

3 structures already listed, sorted by SMILES length, falling.
SMILES	TEAD-YAP block	GPR151 activ	MITF primary	FBW7 activator
O=C(N/C(=C\c1ccccc1F)C(=O)N1CCCCC1)c1ccc([N+](=O)[O-])cc1	-1	-1.2	17	0.0
Cc1ccc(C2CC(C(F)(F)F)n3nc(C(=O)Nc4ccc(F)cc4F)cc3N2)cc1 (centres undefined)	3	0.8	0	0.0
Cc1cccc(CC(CC(=O)O)C(=O)O)c1 (centres undefined)	7	-0.4	6	0.2
